Screening results (PubChem)
PI4K2A block – PI4K2A (human) kinase inhibition; Q9BTU6; purified PI4K2A, ADP-Glo luminescence, 1 h; hits give low values; activity change, negative = inhibition, % at 76.9 µM; 420,000 tested, 0.13% active; AID 1346378; in the data active means activity change below about -50%; inconclusive means mostly about -30% to -49%;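 further: -100% = wells without enzyme as full effect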
Target sequence (Q9BTU6 whole entry, looked up): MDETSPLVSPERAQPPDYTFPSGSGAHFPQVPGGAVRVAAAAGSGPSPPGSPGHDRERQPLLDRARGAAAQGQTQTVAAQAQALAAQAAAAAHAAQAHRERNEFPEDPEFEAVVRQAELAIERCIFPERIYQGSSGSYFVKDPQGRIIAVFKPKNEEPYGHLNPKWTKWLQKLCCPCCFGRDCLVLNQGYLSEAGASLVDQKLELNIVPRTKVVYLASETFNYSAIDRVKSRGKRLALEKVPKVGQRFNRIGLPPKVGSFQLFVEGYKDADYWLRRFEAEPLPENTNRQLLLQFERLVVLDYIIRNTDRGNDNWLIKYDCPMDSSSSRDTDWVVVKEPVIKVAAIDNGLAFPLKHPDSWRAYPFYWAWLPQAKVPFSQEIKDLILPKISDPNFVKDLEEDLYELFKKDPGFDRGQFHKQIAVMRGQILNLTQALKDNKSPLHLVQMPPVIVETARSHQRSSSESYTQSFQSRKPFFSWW
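ADP-Glo luminescence measured ADP generated by PI4K2A enzyme (4 ug/mL before mixing) with 1.2 mM PI substrate (pre-mix) and 300 microM ATP (pre-mix). Tris pH7.5 buffer with MgCl2, Triton X-100; 1 h reaction at ambient temperature.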
HP1b chromo inh – HP1-beta chromodomain-methylated histone interaction inhibition; 390,000 tested, 0.56% active; AlphaScreen HP1-beta / biotin-H3K9me3 peptide binding; AID 540317; Potency, µM (highest dose often 114 µM), for inactives: at the highest dose activity change, negative = inhibition, most hits filed as inhibitors; further: potency means the concentration at half of the fitted maximal effect; nearly all actives have a fitted effect of over 70% in size; inactives centre near 23
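HP1-beta protein (50 nM final) preincubated 30 min at room temperature with biotinylated H3(1-18)K9me3 peptide (50 nM) in PBS pH 7.4, 0.01% Tween-20, then compound added for 30 min. AlphaScreen streptavidin donor/nickel chelate acceptor beads (10 ug/mL final), 30 min dark, luminescence read.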
PGK inhibitor – inhibitors of T. brucei phosphoglycerate kinase | PGK/GAPDH coupled, Kinase-Glo luminescence, 60 min | 380,000 tested, 0.043% active | Potency, µM (titrated, usually from 57.5 µM), inactives show at the top dose activity change, negative = inhibition, most hits filed as inhibitors | AID 602233; further: potency means the concentration at half of the fitted maximal effect; on the % scale 0 is the no-effect control and ±100 the full control effect; nearly all actives have a fitted effect of over 60% in size
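Recombinant glycosomal PGK reaction used 1,3-bisphosphoglycerate generated in-well by GAPDH (100nM final) in 100mM TEA pH 7.6, 5mM MgCl2, 0.01% Tween-20. After 60 minutes at room temperature, ATP was read by Kinase-Glo Plus luminescence end-point.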
JMJD2A Tudor inh – inhibitors of human JMJD2A Tudor domain. O75164. AlphaScreen JMJD2A-Tudor / H3K4me3 peptide binding. Potency, µM (highest dose often 114 µM), inactives show at the highest dose activity change, negative = inhibition, hits mostly inhibitors. 390,000 tested, 4.4% active. AID 504339; further: potency means the concentration at half of the fitted maximal effect; on the % scale 0 is the no-effect control and ±100 the full control effect; nearly all actives have a fitted effect of over 50% in size
Pin1 inhibitor – human Pin1 inhibition; Q13526; Pin1 FP peptide displacement, HiFluor488, 10 min; Potency, µM (doses to about 115 µM), without a hit: at the top dose activity, negative = inhibition, most hits filed as inhibitors; 390,000 tested, 0.009% active; active means well fitted inhibition curve with a large enough effect in the polarisation, with a control signal flat, not every such curve was filed as active; inconclusive means small, poorly fitted or top-dose-only effect, or effect the other way, or a change in a side signal; inactive means no such curve, though single readings can be large or run the other way; the % refers to the polarisation; further: potency means the concentration at half of the fitted maximal effect; on the % scale 0 is the no-effect control and ±100 the full control effect
Target sequence (Q13526 whole entry, looked up): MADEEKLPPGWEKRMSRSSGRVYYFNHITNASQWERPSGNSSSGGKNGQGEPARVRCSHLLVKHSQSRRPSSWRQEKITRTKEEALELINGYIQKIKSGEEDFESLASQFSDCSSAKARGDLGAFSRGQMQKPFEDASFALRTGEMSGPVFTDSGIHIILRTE
BAZ2B block – blocks human BAZ2B | Q9UIF8 | AlphaScreen BAZ2B-H3K14Ac peptide displacement | Potency, µM (top dose mostly 114 µM), inactives show top-dose activity change, negative = inhibition, most hits filed as inhibitors | 360,000 tested, 4.4% active | AID 504333; further: potency means the concentration at half of the fitted maximal effect; on the % scale 0 is the no-effect control and ±100 the full control effect; nearly all actives have a fitted effect of over 60% in size
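BAZ2B (50 nM) with biotin-H3(5-23)K14Ac peptide (50 nM) in PBS pH 7.4, 0.01% Tween-20, preformed 30 min, then compound 30 min at room temperature; top concentration 110uM. AlphaScreen streptavidin donor/nickel chelate acceptor beads (10 ug/mL final), 20 min dark, signal read.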
G9a inh – inhibitors of human histone lysine methyltransferase G9a. AID 504332. Potency, µM (top dose mostly 102 µM), for the others: at the highest dose activity, negative = inhibition, hits mostly inhibitors. G9a H3K9 monomethylation, AlphaScreen, 2 h. 350,000 tested, 8.8% active; further: potency means the concentration at half of the fitted maximal effect; on the % scale 0 is the no-effect control and ±100 the full control effect; nearly all actives have a fitted effect of over 75% in size
Target sequence (Q96KQ7 913-1193 limits assumed): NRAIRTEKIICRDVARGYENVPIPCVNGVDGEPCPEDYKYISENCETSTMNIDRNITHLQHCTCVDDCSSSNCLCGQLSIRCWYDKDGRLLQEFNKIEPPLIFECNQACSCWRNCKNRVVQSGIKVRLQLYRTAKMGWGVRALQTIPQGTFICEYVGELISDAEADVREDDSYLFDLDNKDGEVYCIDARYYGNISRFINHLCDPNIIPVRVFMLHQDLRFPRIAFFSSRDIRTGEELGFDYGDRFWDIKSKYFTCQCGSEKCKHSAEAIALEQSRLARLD
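Chemiluminescent proximity detection of H3K9 monomethylation, read after 10 min bead incubation in the dark. Reaction: 20 nM G9a, 500 nM biotin-H3K9 peptide, 20 uM SAM cofactor, 2 h, room temperature, following 15 min enzyme-compound preincubation.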
Pol eta inh – inhibitors of human DNA polymerase eta; Q9Y253; recombinant Pol eta, fluorescent DNA replication assay; Potency, µM (doses to about 114 µM), for the others: at the top dose activity change, negative = inhibition, hits mostly inhibitors; 390,000 tested, 1.2% active; AID 588591; further: potency means the concentration at half of the fitted maximal effect; on the % scale 0 is the no-effect control and ±100 the full control effect
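Pol eta at 10 nM preincubated with compounds 15 min at room temperature; reaction started with fluorescent substrate (50 nM final) and read kinetically at 0 and 10 min.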
GLS inhibitor – blocks human kidney-isoform glutaminase activity; O94925; Potency, µM (titrated, usually from 45.5 µM), without a hit: top-dose activity change, negative = inhibition, usual class: inhibitors; AID 624170; 410,000 tested, 0.21% active; GLS enzymatic activity, qHTS titration; further: potency means the concentration at half of the fitted maximal effect; on the % scale 0 is the no-effect control and ±100 the full control effect
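Assay buffer: 45 mM KH2PO4 pH 8.2, 0.02% Tween-20. hKGA acts on L-glutamine (1 mM solution added); product glutamate is reported by an oxidase/peroxidase Amplex Red coupling, with fluorescence taken at baseline and 30 min.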
Active calls of the source: *; i = inactive; ? = inconclusive; nt = no result given; & = joins results of further samples; [ ] = another dose, or the depositor's remark. Unless noted, the call rests on the fitted dose curve; in most records, active means well fitted curve in the direction sought with a large enough effect; inconclusive means small, poorly fitted or top-dose-only effect, or another doubt; inactive means no such curve, though single readings can be large; an effect the other way counts as inactive or inconclusive. An excerpt, so the mix of outcomes need not match the whole.

SMILES	PI4K2A block	HP1b chromo inh	PGK inhibitor	JMJD2A Tudor inh	Pin1 inhibitor	BAZ2B block	G9a inh	Pol eta inh	GLS inhibitor
CCC(=O)NCc1cc(-c2nn(C)c(=O)c3ccccc23)ccc1OC	3&-3	24%&50%	-2%&3%	-8%&0%	-4%&4%	-23%&2%	22%	-9%&-7%	19%&2%
COc1ccc(NC(=O)CN2C(=O)NC(C)(C3CC3)C2=O)cc1S(=O)(=O)N1CCCCC1 (stereo not given)	2	9%	-2%	-11%	-1%	11%	15%[12.7 µM]	-1%	5%
Cc1ccc(NC(=S)N/N=C/c2cccn2Cc2ccccc2F)cc1	2	26%	-3%	?	-2%	28µM*	?	1%	?
COC(=O)c1ccc(COc2ccc(/C=N/O)cc2OC)o1	0	29%	7%	-3%	0%	14%	4%	-8%	-1%
O=C(COC(=O)c1cc([N+](=O)[O-])ccc1N1CCOCC1)NCc1ccc(Cl)cc1Cl	-1	-4%	-8%	-27%	13%	-30%	?	-20%	-3%
COc1ccc(-c2nc(S(=O)(=O)c3ccccc3)c(N3CCOCC3)o2)cc1	4	-1%	4%	79µM*	0%	-29%	?	3%	0%
COc1ccccc1C(=O)NNC(=O)c1ccc(Cl)cc1	11	23%	-2%	-14%	0%	-14%	?	-12%	0%
CCOc1ccc2cc(C#N)c(SCC(=O)OC)nc2c1	2	26%	i	0%	?	8%	7%	-8%	-3%
CC1CC1C(=O)Nc1cc(S(=O)(=O)N2CCOCC2)ccc1N1CCCC1 (stereo not given)	-1	1%	3%	-4%	0%	-27%	?	0%	6%
CCOC(=O)C(CC)(CCC(=O)O)c1csc(N)n1 (stereo not given)	0	11%	-3%	-18%	0%	-8%	7%[59 µM]	3%	12%
O=C(CSc1ccc2c(c1)OCCO2)NCc1ccco1	-7	24%	1%	-17%	?	?	50µM*	?	6%
O=C(COC(=O)C1CCCN1C(=O)c1cccs1)c1ccccc1 (stereo not given)	11	30%	-8%	-16%	-2%	-1%	23%	-14%	-1%
COc1ccc(-n2nc([N+](=O)[O-])c(=NCCC3=CCCCC3)n2O)cc1	0	45µM*	3%	40µM*	-7%	20µM*	32µM*	-2%	6%
COc1cccc(C(=O)CC(C(=O)O)c2ccc(F)cc2)c1 (stereo not given)	-3	40%[activator]	-7%	0%	-1%	-4%	7%	-20%	-2%
Cc1cc(C)cc(OCC(=O)Nc2cccc(-c3nnc(-c4ccco4)o3)c2)c1	-8	29%	-12%	-15%	46%[activator]	8%	13%[59 µM]	-17%	-4%
Cc1nn(C)c(Cl)c1C(=O)NCC(=O)O	-1	56%[activator]	i	-8%	-6%	-39%	?	-15%	6%
CCCC(=O)OCC(=O)Nc1ccccc1Sc1ccccc1	6	115%	3%	80%[activator]	4%	66%[activator]	8%[59 µM]	-19%	-6%
O=c1cc(-c2ccccc2)nc2nc(SCc3ccccc3)[nH]n12	11	3%	-2%	?	?	79µM*	-12%[12.7 µM]	11%	34%[activator]
CCOc1ccc(N=c2cc(-c3ccc(OC)cc3)oc3ccccc23)cc1	-5	25µM*	-6%	16µM*	-7%	13µM*	25µM*	-22%	-9%
CCc1ccc(C(=O)COC(=O)C(Cc2ccccc2)NC(=O)C2CCC(C)CC2)cc1 (stereo not given)	4	14%	3%	-8%	-1%	-31%	19%	-4%	12%
CCOC(=O)N1CCN(C(=O)c2cc3cc(F)ccc3[nH]2)CC1	5	8%	-2%	-18%	7%	-30%	-34%	0%	-5%
COCCCn1c(SCC(=O)OC2CCCCC2)nnc1-c1cccs1	-3	15%	-10%	-11%	5%	22%	-3%[59 µM]	-12%	0%
CCOc1cccc(/C(O)=C2/C(=O)C(=O)N(CCOC)C2c2ccncc2)c1 (stereo not given)	-6	32%	6%	-16%	-1%	-8%	?	4%	12%
CCOC(=O)C1CCCN(S(=O)(=O)Cc2ccccc2Cl)C1 (stereo not given)	4	27%	i	-2%	0%	-4%	nt	-3%	0%
Cc1ccccc1C(CC(=O)c1cccs1)C(C#N)C#N (stereo not given)	11	55%[activator]	-5%	1%	-3%	12%	3%[59 µM]	-8%	13%
CC(C)c1ccc(N(C(=O)c2ccc3c(c2)OCO3)C2C=CS(=O)(=O)C2)cc1 (stereo not given)	7	31%	1%	-23%	-1%	-14%	nt	-17%	0%
CCOc1ccc(CCNC(=O)C2CCC(=O)N2C2CCCCC2)cc1OCC (stereo not given)	0	18%	-7%	-14%	6%	-2%	7%[0.501 µM]	3%	-4%
CCOc1ccccc1N1CCN(S(=O)(=O)c2ccc(Cl)s2)CC1	-8	51%[activator]	5%	0%	-1%	10%	-13%[59 µM]	-4%	-1%
COc1ccc(CCC(=O)OC(C)C(=O)c2ccc(C)cc2)cc1 (stereo not given)	3	186%[activator]	4%	109%[activator]	-4%	135%[activator]	79%[activator][59 µM]	-17%	5%
COc1cc(CNC2CCCCC2)c(Br)cc1OC1CCCC1	-1	29%	-7%	-3%	0%	-17%	-18%	-24%	0%
CCC(C)NS(=O)(=O)c1ccc(NS(=O)(=O)c2ccccc2[N+](=O)[O-])cc1 (stereo not given)	-2	44%[activator]	-7%	-2%	-9%	1%	7%[0.501 µM]	-6%	0%
CC1CCN(C(=O)COC(=O)c2n[nH]c3ccccc23)CC1	-19	18%	0%	-1%	-2%	2%	7%[59 µM]	-17%	-4%
O=C(NCC(=O)N(Cc1ccco1)C(C(=O)NC1CCCCC1)c1ccncc1)c1cccs1 (stereo not given)	0	23%	i	-14%	-24%	1%	8%[59 µM]	-4%	8%
CC(O)CC(C)O (stereo not given)	4	22%	11%	-13%	7%	-1%	6%[0.501 µM]	-6%	4%
CCC(=O)Nc1cccc(-c2nnc(-c3ccccc3)o2)c1	5	35%	i	9%	1%	nt	nt	-11%	0%
CC(C)C(NS(=O)(=O)c1ccc2c(c1)oc(=O)n2C)C(=O)N1CCN(c2cccc(Cl)c2)CC1 (stereo not given)	-3	46%[activator]	-1%	-12%	6%	6%	11%[59 µM]	-14%	1%
Cc1ccc(CNC(=O)Cn2ncc3c(C)n(Cc4ccc(Cl)cc4)c(C)c3c2=O)cc1	-3	13%	-4%	-10%	-3%	0%	-5%[59 µM]	5%	-2%
CN(C)c1ccc(C(=O)N2CC(=O)N(CCc3ccccc3)C(=O)C2)cc1	3	12%	-4%	-23%	0%	-9%	-30%[59 µM]	-2%	23%
COc1ccc(NC(=O)CSc2n[nH]c(-c3ccncc3)n2)c([N+](=O)[O-])c1	-1	18%	i	-15%	-6%	-25%	-12%	-13%	0%
Cc1ccc(C(=O)NNC(=O)c2ccccc2OCc2c(C)noc2C)cc1	5	17%	3%	-10%	-11%	-4%	-4%	-14%	1%
O=C1c2cccc(OCc3ccc(F)cc3)c2CCN1Cc1ccc(F)cc1	-2	66%[activator]	i	23%	13%	30%	26%	-9%	3%

Copied from above (eleven entries):
SMILES	PI4K2A block	HP1b chromo inh	PGK inhibitor	JMJD2A Tudor inh	Pin1 inhibitor	BAZ2B block	G9a inh	Pol eta inh	GLS inhibitor
COc1cc(CNC2CCCCC2)c(Br)cc1OC1CCCC1	-1	29%	-7%	-3%	0%	-17%	-18%	-24%	0%
CCC(C)NS(=O)(=O)c1ccc(NS(=O)(=O)c2ccccc2[N+](=O)[O-])cc1 (stereo not given)	-2	44%[activator]	-7%	-2%	-9%	1%	7%[0.501 µM]	-6%	0%
CC1CCN(C(=O)COC(=O)c2n[nH]c3ccccc23)CC1	-19	18%	0%	-1%	-2%	2%	7%[59 µM]	-17%	-4%
O=C(NCC(=O)N(Cc1ccco1)C(C(=O)NC1CCCCC1)c1ccncc1)c1cccs1 (stereo not given)	0	23%	i	-14%	-24%	1%	8%[59 µM]	-4%	8%
CC(O)CC(C)O (stereo not given)	4	22%	11%	-13%	7%	-1%	6%[0.501 µM]	-6%	4%
CCC(=O)Nc1cccc(-c2nnc(-c3ccccc3)o2)c1	5	35%	i	9%	1%	nt	nt	-11%	0%
CC(C)C(NS(=O)(=O)c1ccc2c(c1)oc(=O)n2C)C(=O)N1CCN(c2cccc(Cl)c2)CC1 (stereo not given)	-3	46%[activator]	-1%	-12%	6%	6%	11%[59 µM]	-14%	1%
Cc1ccc(CNC(=O)Cn2ncc3c(C)n(Cc4ccc(Cl)cc4)c(C)c3c2=O)cc1	-3	13%	-4%	-10%	-3%	0%	-5%[59 µM]	5%	-2%
CN(C)c1ccc(C(=O)N2CC(=O)N(CCc3ccccc3)C(=O)C2)cc1	3	12%	-4%	-23%	0%	-9%	-30%[59 µM]	-2%	23%
COc1ccc(NC(=O)CSc2n[nH]c(-c3ccncc3)n2)c([N+](=O)[O-])c1	-1	18%	i	-15%	-6%	-25%	-12%	-13%	0%
Cc1ccc(C(=O)NNC(=O)c2ccccc2OCc2c(C)noc2C)cc1	5	17%	3%	-10%	-11%	-4%	-4%	-14%	1%
